Screens deposited in PubChem by several laboratories.
MEP2-GFP yeast: modulators of MEP2-GFP levels in yeast, primary screen, S. cerevisiae, multiplex flow cytometry, MLPCN library. S. cerevisiae MEP2-GFP strain, 3 h; 100% = DMSO control level. GFP response vs DMSO, % at 10 µM. actives 0.51% (n = 330,000). AID 2016, 2009;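 active = GFP response versus DMSO above a set limit, roughly screen mean plus 3 SD, cut at about 180% in these data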;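 note: median GFP fluorescence of the barcode-gated MEP2-GFP cells per well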
LAP4 TOR yeast: modulators of LAP4-GFP expression in yeast, primary screen, S. cerevisiae, multiplex flow cytometry, MLPCN library; GFP response vs DMSO, % at 10 µM; 3 h; median GFP as percent of DMSO wells; actives 0.34% (n = 320,000);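 active = GFP response vs DMSO above a set limit, about the screen mean plus 3 SD, cut at about 150% in these data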
proCasp3 act: activators of human procaspase-3 D3A mutant, primary screen, biochemical, absorbance, PC-3 D3A mutant, single concentration | Caspase-3 (Homo sapiens), P42574 | recombinant procaspase-3 D3A, Ac-DEVD-pNA absorbance 405 nm | activation, % at 8.5 µM | actives 0.11% (n = 330,000);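 active = activation above the mean of all tested compounds plus 3 SD, cut at about 21% in these data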;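 note: 0% = DMSO alone and 100% = DMSO wells spiked with extra 5 µM PC-3 D3A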
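Compound: 8.5 µM single point, 0.8% DMSO / Material: Autoprocessing-dead procaspase-3 D3A mutant enzyme / Timing: 1 h preincubation plus 2 h reaction at 25 °C / Medium: Zinc-free HEPES/NaCl buffer with 0.01% Triton X-100 at pH 7.4 / Technique: 405 nm absorbance of p-nitroaniline, reads at 0 and 120 min / Repeats: one well per compound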
AHR activator: AHR activators, primary screen, cell-based, luminescence, luciferase reporter, human. actives 2.5% (n = 320,000). AHR-responsive luciferase reporter cells. AID 2796, 2010. activation, % at 5 µM; in the data active = activation above about 47%;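 note: 0% = vehicle wells and 100% = reference agonist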
RPL19A TOR yeast: RPL19A-GFP expression modulators in yeast, primary screen, cell-based, S. cerevisiae, multiplex flow cytometry, MLPCN; S. cerevisiae RPL19A-GFP strain, 3 h; active compounds read low; actives 0.3% (n = 330,000); percent response vs DMSO, % at 10 µM;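 active = percent response vs DMSO below 50%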;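 note: median channel GFP fluorescence of the barcoded RPL19A-GFP strain; ratio of sample median GFP to plate DMSO average so 100% = DMSO; lower means less RPL19A-GFP as with rapamycin TOR inhibition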
ZTA DNA inh: blocks Epstein-Barr virus ZTA, an EBNA-1 counter-screen; P03206; ZTA-DNA binding, fluorescence polarization; inhibition, % at 11 µM; actives 0.15% (n = 320,000); AID 2234; in the data active = inhibition above about 33%
EBNA-1 inh: EBNA-1 DNA-binding inhibitors, primary screen, biochemical, fluorescence polarization; inhibition, % at 14.8 µM; actives 0.34% (n = 300,000); in the data active = inhibition above about 28%
procasp7 counter: procaspase-7 activators, primary screen, counter-screen for procaspase-3 activator project, biochemical, absorbance, HTS, human. Caspase-7 (Homo sapiens), P55210. recombinant procaspase-7, Ac-DEVD-pNA absorbance 405 nm; D23A/D198A/D206A triple mutant, cannot self-cleave; scale: DMSO 0, 5 µM enzyme 100. activation, % at 8.5 µM. actives 0.093% (n = 330,000). AID 463210, 2010;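 active = percent activation above the screen-wide mean plus 3 SD, cut at about 25% in these data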
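Test system: Procaspase-7 triple mutant (PC-7 D3A). Also added: Ac-DEVD-pNA substrate, 400 µM as added. Schedule: 1 h enzyme–compound preincubation and 2 h substrate reaction, both 25 °C. Signal: p-Nitroaniline absorbance at 405 nm, read at 0 and 120 min. Control set: low DMSO alone, high DMSO plus 5 µM PC-7.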
Active calls of the source: *; x = no result given; [ ] = another dose, or the depositor's remark. Compounds were not picked by outcome; about 3.8% have a hit in one of these screens.

SMILES | MEP2-GFP yeast | LAP4 TOR yeast | proCasp3 act | AHR activator | RPL19A TOR yeast | ZTA DNA inh | EBNA-1 inh | procasp7 counter
O=C(COC(=O)/C=C/c1ccc([N+](=O)[O-])cc1)NCc1cccs1 | 113 | 98 | 4 | 0 | 103 | x | x | 8
Cc1cc([N+](=O)[O-])ccc1NC(=O)C1CCCO1 (stereo unspecified) | 103 | 88 | 7 | 2 | 100 | -5 | -1 | -1
COc1cc(OC)cc(-c2cc(NC(C)=O)n[nH]2)c1 | 100 | 100 | 7 | 46 | 100 | 7 | 0 | 10
CC(O)CNCCNCc1c(OCc2ccccc2)ccc2ccccc12 (stereo unspecified) | 98 | 91 | -5 | 8 | 95 | 1 | 4 | -11
O=S(=O)(c1ccc2c(c1)N(Cc1ccc(Cl)cc1)C1CCCN21)N1CCOCC1 (stereo unspecified) | 91 | 83 | -2 | 2 | 89 | 23 | 2 | 0
O=C(c1cnn2ccccc12)N(Cc1ccco1)C1CCCC1 | 103 | 93 | -1 | 3 | 97 | 4 | 0 | 2
CC/C(=N/NC(=O)c1ccc(Br)o1)c1ccc(Cl)cc1 | 98 | 85 | 0 | 10 | 95 | -5 | -5 | 4
Cc1nc2ccccc2n1CC(=O)NC1CCCC1 | 104 | 95 | 0 | -2 | 102 | 0 | -1 | -8
Clc1cc(NCc2cccs2)ccc1N1CCOCC1 | 103 | 103 | -5 | 32 | 99 | -23 | 0 | -1
COc1cccc(C2NC(=O)NC(O)(C(F)(F)F)C2C(=O)c2cccnc2)c1OC (stereo unspecified) | 203*[may fluoresce violet] | 103[may fluoresce violet] | -10 | 1 | 57[may fluoresce violet] | 0 | -4 | -1
O=C(O)C1=C[C@H](C2CC2)C[C@H](OCc2ccc(CO)cc2)O1 | x | x | 1 | 0 | x | 13 | 8 | -4
CCc1ccc(OC(C)C(=O)N(Cc2ccccc2)C2CCS(=O)(=O)C2)cc1 (stereo unspecified) | 97 | 91 | 2 | -1 | 102 | -17 | 3 | 3
CC(C)CNS(=O)(=O)c1ccc2c(c1)OCCO2 | 101 | 105 | -1 | -1 | 106 | -6 | -1 | -14
COc1cc(Cl)c(C)cc1NC(=O)COC(=O)C(NS(=O)(=O)c1ccc(Cl)cc1)C(C)O (stereo unspecified) | 101 | 92 | -6 | 3 | 102 | 5 | 0 | 1
O=S(=O)(c1ccc2[nH]ccc2c1)N1CCCCCC1 | 101 | 90 | -3 | 0 | 99 | 4 | 6 | 5
CC1Cc2ccccc2N1C(=O)C(C)n1cc(C(F)(F)F)cc(Cl)c1=O (stereo unspecified) | 102 | 104 | -1 | 5 | 105 | -2 | x | -12
CCOc1cc(/C=N/NC(=O)Nc2ccccc2)ccc1O | 99 | 87 | 0 | 15 | 102 | -13 | -3 | 0
Cc1cc(C(=O)NNC(=O)C(CCC(N)=O)NS(=O)(=O)c2ccc(Cl)cc2)c(C)o1 (stereo unspecified) | 104 | 92 | 6 | -2 | 99 | x | x | -2
Cc1ccc(-c2nc3cc(N)ccc3o2)cc1Br | 101 | 88 | 2 | 22 | 100 | -7 | -2 | -5
CC1(c2ccccc2Br)NC(=O)N(CC(=O)NC2CCCCC2)C1=O (stereo unspecified) | 97 | 98 | 7 | 0 | 97 | -1 | x | 2

4 entries already listed, sorted by molecular weight, largest number first.
SMILES | MEP2-GFP yeast | LAP4 TOR yeast | proCasp3 act | AHR activator | RPL19A TOR yeast | ZTA DNA inh | EBNA-1 inh | procasp7 counter
CCc1ccc(OC(C)C(=O)N(Cc2ccccc2)C2CCS(=O)(=O)C2)cc1 (stereo unspecified) | 97 | 91 | 2 | -1 | 102 | -17 | 3 | 3
Cc1ccc(-c2nc3cc(N)ccc3o2)cc1Br | 101 | 88 | 2 | 22 | 100 | -7 | -2 | -5
CC(C)CNS(=O)(=O)c1ccc2c(c1)OCCO2 | 101 | 105 | -1 | -1 | 106 | -6 | -1 | -14
COc1cc(OC)cc(-c2cc(NC(C)=O)n[nH]2)c1 | 100 | 100 | 7 | 46 | 100 | 7 | 0 | 10

More records follow:
SMILES | MEP2-GFP yeast | LAP4 TOR yeast | proCasp3 act | AHR activator | RPL19A TOR yeast | ZTA DNA inh | EBNA-1 inh | procasp7 counter
CCOc1cc(Br)ccc1S(=O)(=O)NCc1ccccc1 | 95 | 103 | -4 | -1 | 98 | -20 | -13 | -2
CN1C(=O)/C(=C2\SC(=S)N(C(CCC(=O)O)C(=O)O)C2=O)c2ccccc21 (stereo unspecified) | 101 | x | -19 | 18 | 95 | -10 | 1 | -13
Cn1c(SCc2nc(-c3ccccc3)no2)nnc1-c1ccco1 | 107 | 106 | 8 | 0 | 102 | 1 | 8 | -8
N#Cc1c(NC(NC(=O)c2ccco2)C(=O)c2ccccc2)sc2c1CCCC2 (stereo unspecified) | 101 | 96 | -19 | 7 | 100 | -14 | 11 | -32
CCOC(=O)c1c(NC(=O)C2CC2)sc(C)c1CC | 102 | 96 | -7 | -3 | 97 | 5 | 7 | -14
CCC(=O)c1c[nH]c(C(=O)NCc2cccc(C(F)(F)F)c2)c1 | 101 | 93 | 1 | 10 | 103 | -7 | -5 | 5
CCn1c(SCC(=O)Nc2ccc(C)cc2)nc2nc3c(cc2c1=O)COC(C)(C)C3 | 87 | 98 | -6 | 5 | 93 | 1 | 5 | 4
Cc1ccc(NNC(=O)c2cc(C)on2)c(C)c1 | 106 | x | 14 | -1 | 98 | -2 | 14 | -10
COc1ccc(OCCN(C)Cc2c(O)ccc3ccccc23)cc1 | 117 | 100 | -8 | 23 | 114 | 4 | 1 | -24
CCN(CC)c1ccc(NC(=O)COC(=O)c2ccc3ccccc3n2)cc1 | 96 | 101 | 2 | 39 | 95 | -9 | -5 | -7
COCCSc1ccccc1C(=O)Nc1nnc(COC)s1 | 98 | 95 | -1 | 2 | 92 | 8 | -3 | -15
Cc1ccc(NC(=O)CN(C)C(=O)CN2C(=O)NC(C)(c3ccccc3)C2=O)cc1 (stereo unspecified) | 104 | 100 | 2 | 3 | 103 | 12 | 2 | 2
COc1ccc(/C=N/NS(=O)(=O)c2ccccc2)cc1OS(=O)(=O)c1ccc(C)cc1 | 97 | 104 | -4 | 2 | 97 | 11 | -2 | -5
COc1ccc(C(CNC(=O)C2CC(=O)N(Cc3ccccc3)C2)N2CCCC2)cc1 (stereo unspecified) | 112 | 109 | 6 | 0 | 117 | -18 | x | -10
CCn1nnc(NC(=O)c2ccccc2Br)n1 | 100 | 120 | 9 | 6 | 110 | -2 | -7 | -2
CCN(CC)S(=O)(=O)c1ccc(N2CCN(CCOc3ccc(OC)cc3)CC2)nc1 | 102 | 107 | -4 | 0 | 93 | 1 | 3 | -12
O=C(Nc1ccc(CSc2ccccc2)cc1)c1ccccc1 | 97 | 97 | -7 | 0 | 99 | -10 | 1 | -1
CCCCN(CCCC)C(=O)c1ccccc1NC(=O)CN1C(=O)c2ccccc2C1=O | 99 | 92 | 7 | -4 | 98 | 20 | -2 | 7
COc1ccc2nc(NC(=O)CSc3nc(C)cc(C)n3)sc2c1 | 99 | x | 1 | 31 | 100 | -12 | 5 | -8
COc1ccc(CCC(=O)Nc2ncc(C)s2)cc1OC | 100 | 97 | -1 | 3 | 103 | -1 | -5 | -1
CCOCc1nnc(NC(=O)CCS(=O)(=O)Cc2ccccc2)s1 | 108 | 93 | -9 | 3 | 102 | -8 | -11 | -1
COc1cc(Cl)ccc1OCc1cc(C(=O)N2CCCCCCC2)no1 | 108 | 110 | -15 | 15 | 114 | -11 | 8 | -3
CCOC(=O)c1ccc(OCC2NCCc3cc(OC)c(OC)cc32)cc1 (stereo unspecified) | 90 | 94 | 0 | 4 | 98 | 1 | -4 | 0
COc1ccc(CN(C(C)=O)c2cccc(C)c2C)cc1 | 104 | 101 | 9 | 1 | 95 | 5 | 6 | 8
C=CCOc1ccccc1/C=N/NC(=O)Cc1ccccc1 | 107 | 90 | 2 | 4 | 103 | 2 | 3 | 7
Cc1sc(NC(=O)c2cccnc2)nc1-c1ccccc1 | 97 | 130 | -3 | 7 | 98 | 10 | 1 | 1
O=C(CNC(=O)c1ccco1)Nc1ccc(N2CCCCCC2)cc1 | 100 | 100 | 7 | 7 | 102 | 10 | x | -6
O=C(CSc1ncccn1)NCCC1=CCCCC1 | 118 | 110 | -6 | 9 | 112 | -10 | -16 | -8
c1c2c(cc3sc(N4CCOCC4)nc13)OCO2 | 95 | 101 | -2 | 46 | 106 | -8 | -5 | -9
CN1C2C=C3C(C#N)=C(N)C(C#N)(C#N)[C@@H](c4cccs4)C3C1CC2 (stereo partly specified) | 102 | 96 | -7 | 11 | 96 | -5 | 12 | -2
O=C1C=C(N2CCOCC2)CO1 | 92 | 108 | -2 | 1 | 101 | -11 | -2 | 0
COc1ccc(NC(=O)CC2SC(N3CCCC3)=NC2=O)cc1Cl (stereo unspecified) | 107 | 97 | 6 | 16 | 98 | x | x | 1
O=Cc1ccc(Oc2ncccn2)cc1 | 99 | 94 | 2 | -1 | 92 | 4 | 2 | -4
O=C(c1cc2ccccc2oc1=O)N(Cc1ccc2c(c1)OCO2)Cc1ccco1 | 116 | 99 | 0 | 2 | 99 | 4 | 9 | 8
Cc1oc(-c2cccs2)nc1CS(=O)CC(=O)NCCc1ccccc1 (stereo unspecified) | 92 | 88 | -2 | 13 | 89 | -20 | -6 | -6
Cc1ccccc1C(=O)N1CCN(c2ccc(NC(=O)c3ccc4c(c3)OCO4)cc2)CC1 | 94 | 98 | -5 | -5 | 91 | -5 | -13 | -1
C=Cn1cc[n+](CC(=O)c2ccc(C)cc2)c1 | 106 | 94 | 9 | 3 | 98 | -6 | -12 | 2
CCCC(=O)Nc1ccc2oc(-c3ccncc3)nc2c1 | 103 | 103 | 3 | -2 | 94 | 5 | -14 | 1
Cn1c(SCC(=O)NNC(=O)Cc2ccccc2)nnc1-c1ccc(Cl)cc1 | 94 | 90 | 2 | 1 | 91 | 6 | -1 | 5
CCOC(=O)c1[nH]c2ccc(OCC)cc2c1CCCN1C(=O)c2ccccc2C1=O | 95 | 92 | 1 | 2 | 100 | 13 | 4 | 3
CCOc1ccc(NC(=O)CN(C)C(=O)C2CCCC2)cc1OCC | 94 | 95 | -1 | 1 | 96 | -3 | -2 | -12
CC(=O)Oc1cc2c(C(C)=O)coc2c2ccccc12 | 98 | 103 | 6 | -5 | 97 | 11 | 14 | -8
O=C(CCC(=O)N(CC(=O)NC1CCCCC1)Cc1ccc(F)cc1)Nc1nccs1 | 109 | 108 | -7 | 4 | 104 | 5 | 12 | 9
COc1ccc(C2C(C(=O)NCC3CCCO3)c3cc(OC)c(OC)cc3C(=O)N2C)cc1OC (stereo unspecified) | 95 | 97 | 3 | 0 | 100 | -2 | 4 | -4
O=C(O)C1CC1c1ccc(Br)cc1 (stereo unspecified) | 117 | 126 | 0 | 1 | 103 | 8 | 3 | 14
